Compound activity: PubChem BioAssay, National Center for Advancing Translational Sciences (NCATS)
MCF10A rerep: A quantitative high throughput screen for small molecules that induce DNA re-replication in MCF 10a normal breast cells; MCF 10A DNA re-replication, Hoechst nuclear intensity, 48 h; Potency, µM (titrated, usually from 46.1 µM), inactives show top-dose activity, positive = re-replication, actives largely listed as activators; hit rate 2.9% among 350,000; AID 624296, 2012; note: potency is the fitted concentration of half-maximal effect; % of control where 0% means no effect; nearly all actives have a fitted effect of over 50% in size
HepG2 tox: qHTS for Inhibitors of TGF-b: Cytotox Counterscreen | HepG2 CAGA-GFP viability, ATP luminescence, 18 h | Potency, µM (doses to about 46.1 µM), for inactives: top-dose activity change, negative = cytotoxicity, most hits filed as cytotoxic | hit rate 0.76% among 410,000 | AID 588856, 2011; note: potency is the fitted concentration of half-maximal effect; some results filed as inactive show a strong effect at the top dose
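CellTiter-Glo luminescence gave cytotoxicity after 18 hours at 37 degrees C. The cells were HepG2 CAGA-GFP in 1% FBS DMEM, stimulated with 500 pg/mL TGF-beta after compound addition. %Activity was normalised to no-cell wells (complete cell-killing) and DMSO (no toxicity), and curves were fitted and classified.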
SW480 rerep: A quantitative high throughput screen for small molecules that induce DNA re-replication in SW480 colon adenocarcinoma cells; Potency, µM (doses to about 46.1 µM), for inactives: top-dose re-replication activation, hits mostly activators; SW480 DNA re-replication, Hoechst DNA content imaging, 48 h; AID 624297, 2012; hit rate 1.8% among 340,000; note: potency is the fitted concentration of half-maximal effect; % of control where 0% means no effect; nearly all actives have a fitted effect of over 55% in size
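Quantitative HTS format with DMSO vehicle controls; 48 hr drug incubation at 37 C, then 40 min Hoechst staining and scanning imager measurement at 405 nm excitation.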
HT1080 IDH1KD tx: qHTS for induction of synthetic lethality in tumor cells producing 2HG: qHTS for the HT-1080-IDH1KD cell line. Potency, µM (titrated, usually from 46.1 µM), for inactives: at the highest dose activity, negative = toxicity, hits mostly cytotoxic. AID 686971, 2013. HT-1080 IDH1 knockdown viability, ATP luminescence, 48 h. hit rate 2% among 360,000;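 note: potency is the fitted concentration of half-maximal effect; 0% = DMSO wells and -100% = cell-free medium wells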
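Luminescent ATP read-out (CellTiter-Glo, 10 min at room temperature) after 48 h compound exposure at 37 °C gave viability of IDH1-knockdown HT-1080 cells. Activity was normalised to DMSO and cell-free wells, then fitted as concentration-response curves.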
ATXN viability: Viability Counterscreen for Primary qHTS for Inhibitors of ATXN expression; Potency, µM (doses to about 56.7 µM), hits mostly cytotoxic; AID 651635, 2014; hit rate 0.49% among 400,000; S2 cells (HEK-293 line with an ATXN2-luciferase reporter) viability, CellTiter-Fluor protease fluorescence, 24 h; note: potency is the fitted concentration of half-maximal effect; nearly all actives have a fitted effect of over 40% in size
KB-3-1 cytotox: qHTS assay for MDR1-selective chemotherapeutics: Primary screen using the parental adenocarcinoma cell KB-3-1; hit rate 1.4% among 400,000; AID 1347075, 2019; Potency, µM (doses to about 46.1 µM), inactives show at the top dose activity change, negative = cytotoxic, hits mostly cytotoxic; KB-3-1 viability, CellTiter-Glo ATP luminescence, 72 h; note: potency is the fitted concentration of half-maximal effect; % is set by controls: 0 for no effect and ±100 for the full control effect; nearly all actives have a fitted effect of over 60% in size
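Multi-concentration cytotoxicity screen in KB-3-1 cells grown in DMEM lacking phenol red with 10% FBS. After 72 h at 37 °C with compound, ATP-dependent luminescence was recorded.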
IL1B secr inh: qHTS for Inhibitors of Inflammasome Signaling: IL-1-beta AlphaLISA Primary Screen; activity change, % at 57.5 µM; hit rate 4.7% among 360,000; AID 743279, 2014; THP-1 LPS/ATP IL-1B secretion, AlphaLISA, 16 h; hits give low values; in the data active = activity change below about -50%; inconclusive = mostly about -30% to -49%; note: % is set by controls: 0 for no effect and ±100 for the full control effect
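THP-1 cells pretreated 1 hr with compounds (up to 57.5 uM final), then stimulated with LPS (250 ng/mL final) plus ATP (1.25 mM final); secreted IL-1B measured by AlphaLISA after 16 hr, decreased signal indicating inhibition.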
HT1080NT lethal: qHTS for induction of synthetic lethality in tumor cells producing 2HG: qHTS for the HT-1080-NT fibrosarcoma cell line; hit rate 1.6% among 360,000; AID 686970, 2013; HT-1080-NT fibrosarcoma viability, CellTiter-Glo ATP luminescence, 48 h; Potency, µM (highest dose often 46.1 µM), for the others: top-dose activity, negative = less viability, usual class: cytotoxic;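 note: NT is the 2HG producing partner of a matched IDH1 knockdown line; potency is the fitted concentration of half-maximal effect; 0% = DMSO-treated cells and -100% = media-only wells without cells; nearly all actives have a fitted effect of over 55% in size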
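HT-1080-NT; 750 cells/well; 5% FBS RPMI; 48 h compound, 37 degrees C; CellTiter-Glo luminescence; curve fitting and curve-class assignment.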
ATXN2 expr inh: Primary qHTS for Inhibitors of ATXN expression. HEK-293 ATXN2-luciferase reporter, luminescence, 24 h. Potency, µM (series often up to 57 µM), without a hit: at the highest dose activity change, negative = inhibition, usual class: inhibitors. hit rate 0.72% among 360,000. AID 1745845, 2022; note: potency is the fitted concentration of half-maximal effect; % is set by controls: 0 for no effect and ±100 for the full control effect; nearly all actives have a fitted effect of over 55% in size
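qHTS (up to 57 uM final) was run with 24 h compound exposure of reporter cells at 37 °C. Each well was multiplexed: SteadyGlo luminescence measured ATXN2-luciferase expression after a fluorogenic Gly-Phe-AFC viability readout (25 uM final).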
* hit, by the source's call; i = inactive; u = inconclusive; x = no result given; & = joins results of further samples; [ ] = dose if it differs, or a comment. Unless noted, calls come from the whole dose curve; as a rule, active = well fitted curve in the direction sought with a large enough effect; inconclusive = small, poorly fitted or top-dose-only effect, or another doubt; inactive = no such curve, though single readings can be large; an effect the other way counts as inactive or inconclusive.

molecule	MCF10A rerep	HepG2 tox	SW480 rerep	HT1080 IDH1KD tx	ATXN viability	KB-3-1 cytotox	IL1B secr inh	HT1080NT lethal	ATXN2 expr inh
Cc1ccc(S(=O)(=O)N(Cc2ccccc2Cl)C(=O)N2CCN(C)CC2)cc1	-4%	0%	-4%	0%	i	7%	2	2%	-3%
O=c1[nH]c(=S)[nH]c2c1[C@H](C1CC1)O[C@H](CCc1ccccc1)C2	x	x	x	-8%	i	0%	1	-10%	-9%
COc1ccccc1C(=O)O/N=C(\N)c1ccc(Cl)cc1	-23%	-15%	-6%	1%	i	1%	20	3%	77%[activator]
CCOc1ccccc1CN1C(=O)NC(C)(c2ccccc2)C1=O (stereo not given)	1%	-5%	-4%	-8%	i	0%	-5	-6%	-18%
CCn1c(-c2cccnc2Cl)nc2ccccc21	-190%[0.0737 µM]	-1%	-6%	20%	i	8%	-2	1%	7%
CCN1CCCc2cc(CN(CCN3CCOCC3)C(=S)Nc3ccc(OC)cc3)ccc21	15%	-9%	-4%	1%	i	15%	-10	0%	x
CCOc1ccc(OCCC(=O)OCC(=O)Nc2cc(OCC)c(N3CCOCC3)cc2OCC)cc1	18%	0%	-12%	-10%	i	-3%	-13	-12%	11%
CC(O)c1nc2ccccc2n1Cc1ccc([N+](=O)[O-])cc1 (stereo not given)	-4%	0%	0%	-2%	i	1%	16	1%	7%
CC1CC(C)CN(c2ccc([N+](=O)[O-])nc2)C1 (stereo not given)	u	-24%	-30%	19%	12µM*	-2%	-9	5%	-3%
CCN(c1ccc(OC)cc1)S(=O)(=O)c1ccc(-c2cc(C)no2)s1	-2%	-27%	-12%	u	u	u	12	u	x
CCN(CC)c1ccc(NC(=O)COC(=O)c2ccc3ccccc3n2)cc1	0%	2%	-1%	-3%	i	-2%	0	-5%	-1%
COC(=O)c1cncn1Cc1ccccc1	-2%	2%	0%	3%	i	7%	12	8%	2%

(next part)
molecule	MCF10A rerep	HepG2 tox	SW480 rerep	HT1080 IDH1KD tx	ATXN viability	KB-3-1 cytotox	IL1B secr inh	HT1080NT lethal	ATXN2 expr inh
CC(C)NC(=O)Nc1ccc2c(c1)C(=O)N([C@H](C)CO)C[C@H](C)[C@@H](CN(C)Cc1ccc(C(F)(F)F)cc1)OCCCC[C@H](C)O2	x	-36%	x	-28%	x	u	u	8%	u
COc1ccc(-c2nc3c4ccccc4n(CC(=O)N4CCN(c5ccccc5OC)CC4)c(=O)n3n2)cc1	x	-11%	x	x	i	7%	x	x	-7%
O=C(CNC(=O)c1cccs1)c1ccc(F)cc1	23µM*	4%	u	0%	i	16%	-19	2%	u
CC(C)NC(=O)CSc1nccc(-c2cccs2)n1	12%	1%	-1%	11%	i	0%	0	3%	x
CCN(CC)C(=O)c1nc(-c2cccc3ccccc23)no1	x	-7%	x	-6%	i	-14%	-1	0%	x
Cn1c(=O)c2c(ncn2Cc2ccc(Cl)cc2)n(C)c1=O	-9%	2%&-5%	13%	-26%	i	u	8	-15%	-31%&-11%
COc1cc(NC(=O)c2ccccc2)c(OC)cc1NC(=O)CN1CCOCC1	-2%	17%	-1%	25%	u	1%	u	11%	-18%
Cc1cccc(OCC(=O)N2CCc3ccccc3C2)c1C	x	-1%	x	-10%	i	-1%	-8	-3%	x
CN(C)CCCNCC(=O)c1c(-c2ccccc2)n(C)c2ccccc12	u	-4%	u	u	i	u	-20	u	-28%
O=C(CSc1n[nH]c(=O)n1Cc1ccccc1)Nc1ccc(F)c(F)c1F	18%	-5%	-8%	-6%	i	u	17	-27%	-27%
COc1ccc(C2=NOC(C(=O)Nc3cccnc3)C2)cc1OC (stereo not given)	-10%	-5%	1%	-6%	i	7%	32	6%	0%
N#C/C(=C\c1ccc(O)c(O)c1)C(=O)c1ccc(O)c(O)c1	-27%	-23%	15%	u	u	0%	47	-10%	2%

In the list so far, 5 have four or more nitrogen atoms.
molecule	MCF10A rerep	HepG2 tox	SW480 rerep	HT1080 IDH1KD tx	ATXN viability	KB-3-1 cytotox	IL1B secr inh	HT1080NT lethal	ATXN2 expr inh
CCN1CCCc2cc(CN(CCN3CCOCC3)C(=S)Nc3ccc(OC)cc3)ccc21	15%	-9%	-4%	1%	i	15%	-10	0%	x
CC(C)NC(=O)Nc1ccc2c(c1)C(=O)N([C@H](C)CO)C[C@H](C)[C@@H](CN(C)Cc1ccc(C(F)(F)F)cc1)OCCCC[C@H](C)O2	x	-36%	x	-28%	x	u	u	8%	u
COc1ccc(-c2nc3c4ccccc4n(CC(=O)N4CCN(c5ccccc5OC)CC4)c(=O)n3n2)cc1	x	-11%	x	x	i	7%	x	x	-7%
Cn1c(=O)c2c(ncn2Cc2ccc(Cl)cc2)n(C)c1=O	-9%	2%&-5%	13%	-26%	i	u	8	-15%	-31%&-11%
O=C(CSc1n[nH]c(=O)n1Cc1ccccc1)Nc1ccc(F)c(F)c1F	18%	-5%	-8%	-6%	i	u	17	-27%	-27%

More results follow:
molecule	MCF10A rerep	HepG2 tox	SW480 rerep	HT1080 IDH1KD tx	ATXN viability	KB-3-1 cytotox	IL1B secr inh	HT1080NT lethal	ATXN2 expr inh
COc1ccc(CCNC(=O)CSC2=NS(=O)(=O)c3cc(F)ccc3N2)cc1OC	x	-69%	x	-2%	i	8%	u	-7%	x
CCOC(=O)C1=CN(Cc2ccco2)S(=O)(=O)N(C)C1c1cccc(OC)c1 (stereo not given)	2%	-29%	5%[9.22 µM]	-8%	i	5%	5	-2%	-8%
Cc1noc(NS(=O)(=O)c2ccc(NC(=O)C34CCC(CC3)C4)cc2)c1C	10%	-2%	-6%	-3%[9.24 µM]	i	-2%	11	-42%	-14%
C/C=C(\C)C(=O)Nc1cccc(C2=NOC3(C2)C[C@@H](C(N)=O)N(C(=O)c2cc([N+](=O)[O-])cc([N+](=O)[O-])c2C)C3)c1 (stereo not given in full)	9%	-1%	-4%	-11%	i	-11%	-10	3%	10%
COc1ccc(NC(=O)C2CC2)cc1-n1cnnn1	-13%	-13%	1%	0%	i	5%	-4	2%	-5%
CCc1ccc(OCC(=O)OCC(=O)NCCNC(=O)COC(=O)COc2ccc(CC)cc2)cc1	-7%	-18%	-8%	15%	i	x	11	3%	-1%
COC(=O)c1ccc(COc2cc(C)ccc2C)o1	0%	-34%	-8%	7%	i	8%	13	10%	x
COc1ccc(NC(=O)c2nnn(Cc3nc(-c4cc(OC)c(OC)c(OC)c4)oc3C)c2C)cc1	x	1%	x	x	i	26%	x	x	9%
C[C@@H]1C[C@H]2[C@@H]3C[C@H](F)C4=CC(=O)C=C[C@]4(C)[C@@]3(Cl)[C@@H](O)C[C@]2(C)[C@H]1C(=O)COC(=O)C(C)(C)C	-4%	-1%	-6%	u	i	0%	u	u	8%
C/C(=N/O)c1ccccn1	-4%	-2%	20%	3%	i	0%	19	3%	-7%
C=C(C)Cn1c(CCNC(=O)C(C)(C)C)nc2ccccc21	-1%	-1%	-3%	-3%	i	10%	-17	-1%	3%
Oc1ccccc1N=Cc1c(O)ccc2oc3c(c12)CCCC3	u	-121%	2%	-10%	u	-3%	26	-4%	x

The listing continues:
molecule	MCF10A rerep	HepG2 tox	SW480 rerep	HT1080 IDH1KD tx	ATXN viability	KB-3-1 cytotox	IL1B secr inh	HT1080NT lethal	ATXN2 expr inh
Cc1[nH]c(=O)[nH]c(=O)c1S(=O)(=O)N1CCC(C(=O)NC(C)c2ccccc2)CC1 (stereo not given)	1%	-4%	3%	23%	i	6%	21	15%	-10%
CCCCNC(=O)c1c(O)c2cccc3c2n(c1=O)CCC3	8%	6%	-1%	4%	i	-1%	32	8%	-3%
O=C(O)Cn1c(SCc2cccc3ccccc23)nc2ccccc21	0%	2%	-10%	6%	i	-5%	-4	9%	-5%
CC(C)CCC(C(=O)O)C(C)CC(=O)NNC(=O)c1ccco1 (stereo not given)	-6%&-9%	3%&4%	2%&-8%	4%&6%	i	22%&2%	-1&20	17%&6%	0%&-2%
CC1CN(C(=O)c2cccc(COc3ccc(Br)cc3)c2)CC(C)O1 (stereo not given)	u	-8%	1%	-1%	i	-9%	-15	-10%	9%
NS(=O)(=O)c1ccc(NC(=O)CSc2ncn[nH]2)cc1	-36%[inhibitor]	-16%	-2%	11%	i	4%	11	9%	11%

Some of these compounds in order of their number in IL1B secr inh, descending:
canonical_smiles | SW480 rerep | IL1B secr inh
N#C/C(=C\c1ccc(O)c(O)c1)C(=O)c1ccc(O)c(O)c1 | 15% | 47
CCCCNC(=O)c1c(O)c2cccc3c2n(c1=O)CCC3 | -1% | 32
CCOc1ccccc1CN1C(=O)NC(C)(c2ccccc2)C1=O (stereo not given) | -4% | -5
C=C(C)Cn1c(CCNC(=O)C(C)(C)C)nc2ccccc21 | -3% | -17
